High-throughput results from PubChem BioAssay.
NTR1 ag – agonists of NTR1, primary screen, imaging, U2OS cells, beta-arrestin-GFP, high content (AID 493036) | NTR1-U2OS beta-arrestin-GFP spot imaging, agonist mode | activation, % at 20 µM | 330,000 compounds, 0.17% hits;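 active = activation at or above 40% of the spot to cytoplasm intensity ratio, with at least 20 cells analyzed; inconclusive = wells under 20 cells, flagged as cytotoxic or low count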;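 note: 0% = DMSO without peptide and 100% = 100 nM NTR1 peptide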
Target sequence (P30989 whole entry, looked up): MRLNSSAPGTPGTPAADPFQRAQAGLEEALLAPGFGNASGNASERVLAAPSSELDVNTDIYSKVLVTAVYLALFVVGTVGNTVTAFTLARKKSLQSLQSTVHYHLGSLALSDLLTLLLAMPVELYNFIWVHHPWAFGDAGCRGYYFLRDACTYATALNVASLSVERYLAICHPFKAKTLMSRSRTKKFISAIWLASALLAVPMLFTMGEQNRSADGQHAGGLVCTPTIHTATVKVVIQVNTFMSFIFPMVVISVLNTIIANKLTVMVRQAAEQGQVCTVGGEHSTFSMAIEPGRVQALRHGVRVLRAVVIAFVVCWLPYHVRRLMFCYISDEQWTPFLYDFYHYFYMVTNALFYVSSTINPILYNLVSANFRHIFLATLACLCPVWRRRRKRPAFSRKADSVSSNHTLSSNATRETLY
WT yeast gro inh – growth inhibition of WT strain, primary screen, mitochondrial fusion inhibitor project, WT and mutant strains, chemical genetic; mitochondrial fusion phenotypic screen; inhibition, % at 10 µM; 190,000 compounds, 2.1% hits; in the data active = inhibition above about 58%; tested in S. cerevisiae
K1F lysis inhibition – inhibition of K1F phage lysis, E. coli UTI89, bacterial capsule biogenesis inhibitors, alamar blue (AID 488966) | E. coli UTI89 K1F phage lysis, alamar blue, 2 h; higher % means a stronger effect | inhibition, % at 100 µM; hits with a dose series show IC50 in µM | 340,000 compounds, 0.02% hits;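 active = phage lysis inhibition, versus mean bacterial control, above a set limit; inconclusive = no clear call, values can overlap the other calls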;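 note: capsule biogenesis inhibitors block K1F phage lysis so surviving cells raise fluorescence; higher fluorescence means more inhibition of phage lysis; actives were called in the ten point dose series up to 300 µM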
RSV antiviral HEp-2 – RSV antiviral activity via CPE protection, HEp-2 cells, primary 10 µM value included (AID 2391). HEp-2 cells, RSV-induced CPE inhibition; higher % means a stronger effect. CPE inhibition, % at 10 µM, or IC50 in µM where a hit was titrated. 310,000 compounds, 0.13% hits; in the data active = a potency from the dose series; inconclusive = CPE inhibition mostly from about 23% at the one dose, without a potency; inactive = the rest, 99 in 100 with CPE inhibition below about 21%; note: strong numbers were not always called active
GPR35 antagonists – GPR35 antagonists blocking zaprinast-driven arrestin recruitment, primary screen, imaging, U2OS, beta-arrestin-GFP, zaprinast agonist (AID 2058). U2OS GPR35 beta-arrestin-GFP translocation imaging, zaprinast antagonism; higher % means a stronger effect. inhibition, % at 10 µM, or IC50 in µM where a hit was titrated. 290,000 compounds, 0.052% hits;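 active = inhibition of at least 50% with at least 30 cells and total cytoplasm GFP at most 10,000,000; inconclusive = under 30 cells or total GFP of 10,000,000 plus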
Autophagy mod – autophagy modulators in MEF cells, primary screen, imaging, high-content, MEF GFP-LC3; MEF GFP-LC3 puncta imaging; test concentration mostly 10 µM; 190,000 compounds, 0.98% hits; calls only at 10 µM (by protocol);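 active = percentage of spot-positive cells more than 3 SD above its plate mean, without a fluorescence outlier flag or 80% toxicity; inconclusive = no clear call, values can overlap the other calls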;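 note: spot-positive cell cutoff set from DMSO-treated cells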
Dengue-2 NS5 capping – Dengue-2 NS5 methyltransferase inhibitors, primary screen, biochemical, confirmation dose response (AID 588689); Genome polyprotein (Dengue virus type 2 (strain 16681-PDK53)); Dengue-2 NS5 methyltransferase capping enzyme assay, biochemical; higher % means a stronger effect; one-dose inhibition, % at 25 µM; IC50 in µM for titrated hits; 340,000 compounds, 0.3% hits; in the data active = a potency from the dose series; inconclusive = inhibition above about 29% without an active follow-up result
AID2073 – inhibitors of Mint1-CaV2.2 protein interaction, biochemical, HTRF (AID 2073). inhibition, % at 20 µM, or IC50 in µM where a hit was titrated. 290,000 compounds, 0.19% hits. Voltage-dependent N-type calcium channel subunit alpha-1B (Homo sapiens). HTRF protein-protein interaction, Mint1-CaV2.2; higher % means a stronger effect; in the data active = inhibition mostly above about 51%, no sharp cut-off; inconclusive = no clear call, values can overlap the other calls; inactive = mostly below about 53%; note: some results filed as inactive read as strong as hits
LYP phosphatase – inhibitors of LYP phosphatase, biochemical, fluorescence intensity, uHTS (AID 1779) | 290,000 compounds, 0.054% hits | inhibition, % at 11.5 µM, or IC50 in µM where a hit was titrated | Tyrosine-protein phosphatase non-receptor type 22 (Homo sapiens) | recombinant LYP phosphatase, fluorescence intensity; higher % means a stronger effect; in the data active = inhibition above about 50%;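 note: plate controls were vehicle with enzyme for no effect and no enzyme for full effect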
WT yeast gro inh mutant strain – also measured in WT yeast gro inh; calls as there; inhibition, %; mitochondrial fusion phenotypic screen, mutant strain inhibition
Autophagy mod cell loss 18 h – also measured in Autophagy mod; calls as there; toxicity, %; measured here: cell loss, nuclei count;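 cell loss after 18 h compound exposure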
NTR1 ag cell count 20 µM – recorded beside NTR1 ag, whose call it bears; cell count; measured here: cell count, cytotoxicity flag
Dengue-2 NS5 capping pilot replicate – further read-out of Dengue-2 NS5 capping, marked with its call; inhibition, %; measured here: pilot screen replicate inhibition
The depositor's hits bear a star; i = inactive; ? = inconclusive; · = not tested or not shown; + = active, no number; [ ] = another dose, or the depositor's remark.

SMILES	NTR1 ag	NTR1 ag cell count 20 µM	WT yeast gro inh	WT yeast gro inh mutant strain	K1F lysis inhibition	RSV antiviral HEp-2	GPR35 antagonists	Autophagy mod	Autophagy mod cell loss 18 h	Dengue-2 NS5 capping	AID2073	LYP phosphatase	others
ClC(Cl)c1nnc(-c2ccccc2)c(-c2c[nH]c3ccccc23)n1	11	55	7	0	5.0%	7.5%	-2%	i	30	0%	2%	1%
Cc1cccc(-n2nc(C(=O)Nc3ccccc3)n3c(=O)cc(-c4ccccc4)nc23)c1	1.2	53	17	-18	0.3%	5.0%	-11%	i	7	-3%	4%	5%
O=C(N/C(=C/c1ccc(Br)cc1)c1nc2ccccc2[nH]1)c1ccco1	0.0	46	-3	-6	0.1%	-1.0%	-6%	i	18	1%	17%	-12%
C[N+]1(CCCCCCC(=O)/C=N/O)CCCCCC1	0.7	106	-18	-12	0.8%	0.2%	-3%	i	-12	1%	-11%	0%
CN(C(=O)CSc1nc2c(c(=O)[nH]1)CCCC2)C1CCCCC1	1.9	71	32	6	1.7%	-1.8%	1%	i	-6	-6%	-2%	2%
CN(C(=O)C(Cl)Cl)C1CC2C=CC1C2 (centres undefined)	-1.4	40	·	·	0.8%	0.3%	9%	·	·	-5%	10%	0%
O=C(NCCCN1CCOCC1)c1cc(-c2ccccc2)nc2ccccc12	-0.8	44	·	·	2.2%[50 µM]	-1.6%	·	·	·	-4%	·	·
COc1ccc(S(=O)(=O)n2nc(OC(=O)C3CCCCC3)cc2N)cc1	-0.8	41	0	-22	2.2%	0.7%	-20%	i	35	0%	-26%	-5%
O=C(CCNC(=O)OCc1ccccc1)NC1CCCCCC1	-1.3	34	-1	19	4.8%	1.4%	-10%	i	1	-1%	1%	-6%
O=C(/C=C/c1ccccc1)c1cc(Br)ccc(=O)c1O	1.5	40	4	-6	-1.2%	-4.0%	5%	i	8	32%	8%	-4%
CCOC(=O)c1[nH]c2c(c1-c1ccc(OC)cc1)C(=O)CC(c1ccc(OC)c(OC)c1)C2 (centres undefined)	0.3	54	-4	-13	6.7%	1.5%	-9%	i	-59	-4%	-5%	-4%
CCOC(=O)C1=C(COC(=O)COc2ccccc2C#N)NC(=O)NC1C (centres undefined)	-0.1	65	·	·	1.0%[50 µM]	-0.4%	·	·	·	1%	·	·
CCCN1CCc2c(sc(NC(=S)NC(=O)c3ccccc3)c2C#N)C1	-0.7	39	0	17	0.5%	0.2%	12%	i	7	?	12%	-22%
COc1ccc(C2=NOC(Cn3nc(-c4ccccc4)cc3C(=O)O)C2)cc1 (centres undefined)	1.0	57	·	·	-0.7%	-0.5%	·	·	·	-1%	·	·
COC(=O)C1CCN(C(=O)COC(=O)C2CCN(S(=O)(=O)c3ccc4c(c3)OCCO4)CC2)CC1	-1.2	51	·	·	0.1%[50 µM]	5.2%	2%	·	·	-6%	1%	-10%

Two compounds drawn at random from those above, as already listed:
SMILES	NTR1 ag	NTR1 ag cell count 20 µM	WT yeast gro inh	WT yeast gro inh mutant strain	K1F lysis inhibition	RSV antiviral HEp-2	GPR35 antagonists	Autophagy mod	Autophagy mod cell loss 18 h	Dengue-2 NS5 capping	AID2073	LYP phosphatase	others
O=C(N/C(=C/c1ccc(Br)cc1)c1nc2ccccc2[nH]1)c1ccco1	0.0	46	-3	-6	0.1%	-1.0%	-6%	i	18	1%	17%	-12%
CCOC(=O)C1=C(COC(=O)COc2ccccc2C#N)NC(=O)NC1C (centres undefined)	-0.1	65	·	·	1.0%[50 µM]	-0.4%	·	·	·	1%	·	·

Further structures follow.
SMILES	NTR1 ag	NTR1 ag cell count 20 µM	WT yeast gro inh	WT yeast gro inh mutant strain	K1F lysis inhibition	RSV antiviral HEp-2	GPR35 antagonists	Autophagy mod	Autophagy mod cell loss 18 h	Dengue-2 NS5 capping	AID2073	LYP phosphatase	others
Cc1cc(Cl)ccc1NC(=O)CSc1nnc(Cc2cccs2)n1Cc1ccco1	0.4	100	9	-2	-0.5%	3.0%	-2%	i	6	-10%	-2%	10%
CCC(=O)Nc1ccc(-c2nn3c(C)nnc3s2)cc1C	-0.9	82	52	-4	-0.7%	0.3%	11%	i	-1	-9%	-2%	0%	Dengue-2 NS5 capping pilot replicate=-6.4
COc1ccc(OC)c(CCNC(=O)C2CCN(c3ncnc4c3nc3n4CCCCC3)CC2)c1	1.3	63	·	·	1.5%	3.4%	-12%	·	·	-7%	10%	-7%
CCN1CCCC1CN=Cc1c(O)n(-c2ccccc2)c(=O)c2ccccc12 (centres undefined)	1.7	83	7	12	0.6%	-1.9%	-11%	i	-4	-14%	-4%	2%
Cc1noc(NS(=O)(=O)c2ccc(N3C(=O)c4ccccc4C3=O)cc2)c1C	-1.8	84	12	3	0.5%	2.5%	-9%	i	3	-6%	-10%	-5%
Cc1ccc2c(c1)c1c3n2CCN(C=O)C3CCC1 (centres undefined)	-0.2	69	·	·	0.0%	?	12%	·	·	-8%	1%	-12%
CNC(=S)N/N=C/c1ccc(N(C)C)cc1	-0.3	57	·	·	-0.4%	0.6%	-6%	·	·	2%	5%	0%
COc1ccc(-c2cc(=O)oc3c(C)c(OCc4nn[nH]n4)ccc23)cc1	-1.2	72	-10	3	11%	0.2%	8%	i	-16	5%	13%	9%
O=C(OCC(=O)N1CCc2ccccc21)c1ccccc1F	0.7	33	·	·	-0.2%	4.2%	10%	·	·	-6%	-1%	-6%
CC(C)c1ccc(NC(=O)C2=NNC(=O)CC2)cc1	-0.3	38	·	·	-2.0%	7.7%	-10%	·	·	-5%	7%	-1%
COC(=O)Cn1c2ccc(C)cc2c2nc3ccccc3nc21	7.0	93	·	·	0.5%	·	-15%	·	·	-1%	25%	-4%
CCCN(CCC)C(=O)c1cn(CC)c2ccc(S(=O)(=O)N3CCCCC3)cc2c1=O	-0.6	54	·	·	0.6%	0.8%	2%	·	·	-1%	10%	-9%
O=C(NCc1cccnc1)C1CC(c2ccccc2Cl)=NO1 (centres undefined)	1.5	51	·	·	-1.6%	1.3%	-3%	·	·	-7%	6%	2%
COc1cc(CN2CCNC(=O)C2CC(=O)NCCCN2CCOCC2)cc(OC)c1 (centres undefined)	-0.7	53	·	·	0.3%	-0.1%	18%	·	·	-3%	2%	-3%
Cc1ccc2nc3c(cc(C(=O)NCC4CCCO4)n3C)c(=O)n2c1 (centres undefined)	·	·	-18	-8	·	·	-7%	i	-6	·	24%	-12%
CC(C)OC(=O)NCCOC(=O)Nc1ccccc1Cl	0.7	52	6	-2	-0.4%	1.4%	-4%	i	10	-11%	-5%	-4%
COc1ccccc1CSc1ncc(-c2ccc([N+](=O)[O-])cc2)[nH]1	3.1	59	63*	31*	0.6%[50 µM]	3.2%	-1%	i	25	-11%	-3%	4%
O=C1C2C3c4ccccc4C(c4ccccc43)C2C(=O)N1CN1CCOCC1 (centres undefined)	0.9	52	-5	6	5.2%	-0.9%	8%	i	-1	-1%	4%	-7%
COc1ccc(CNc2ncnc3sccc23)cc1	-0.8	44	·	·	-0.4%	0.3%	5%	·	·	-19%	7%	-6%
COc1ccc(CNS(=O)(=O)c2cc(-c3cc(C)no3)ccc2C(C)C)cc1	1.8	65	·	·	0.0%	-0.5%	8%	·	·	-13%	9%	-5%
COc1ccc(N2CCN(C(c3cccs3)c3nnnn3C3CCCC3)CC2)cc1 (centres undefined)	0.9	58	37	26	0.0%	1.3%	1%	i	3	-2%	0%	2%
Cc1ccc(C(=O)c2cc([N+](=O)[O-])ccc2N2CC(C)OC(C)C2)cc1 (centres undefined)	1.1	92	7	2	0.1%	-2.1%	-3%	i	15	-4%	3%	-6%
O=S(=O)(c1ccccc1)N1CCC(O)(CSc2ccc(F)cc2)CC1	0.3	33	-7	14	-0.6%	-2.4%	0%	i	3	-7%	4%	-8%
CCCCCC1CCC(c2nnc(SCC(C)=O)o2)CC1 (centres undefined)	11	64	52	31	0.1%	11%	6%	+	-6.2*	-1%	-3%	-1%
Cc1csc(NC(=O)c2ccncc2)n1	1.6	45	·	·	0.2%	0.3%	0%	·	·	3%	39%	-2%
CC(=O)Nc1ccc(-n2nnnc2SCC(=O)NC2CCCC2)cc1	0.8	55	·	·	0.8%	0.1%	1%	·	·	-3%	3%	-12%
Cc1ccc(Cl)cc1NC(=O)C1COc2ccccc2O1 (centres undefined)	-0.4	48	·	·	0.1%	1.2%	-3%	·	·	-1%	-1%	-10%
COc1ccc(C(=O)NC2CC(C)(C)Cc3c2cnn3-c2ccccc2)cc1OC (centres undefined)	0.9	59	·	·	0.2%	6.6%	8%	·	·	-7%	-5%	-13%
O=C(NCc1ccc2c(c1)OCO2)c1cc(-c2ccccc2)nn1CC1CC(c2cccnc2)=NO1 (centres undefined)	-1.2	90	·	·	1.9%	-0.9%	·	·	·	-4%	·	·
COc1ccc(OC)c(C(=O)c2coc3cc(Br)c(O)c(Br)c23)c1	-1.2	44	·	·	0.4%	3.1%	·	·	·	-2%	·	·
CS(=O)(=O)N(CC(=O)NC1CCCC1)c1cccc(F)c1	0.2	52	11	-7	-0.4%	-0.9%	6%	i	-3	-4%	13%	-9%
COc1cc(NC(=O)c2ccco2)c(OC)cc1NC(=O)CSc1nnc(-c2cccs2)n1C	1.4	85	-8	-2	0.6%	5.8%	12%	i	-5	3%	2%	-2%
O=S(=O)(Nc1nc2c(s1)CCCC2)c1ccc2ccccc2c1	2.7	42	5	-5	-0.2%	4.8%	-3%	i	24	1%	-3%	5%
Cc1ccc(NC(=O)c2sc(N)nc2-c2ccccc2)cc1C	2.7	97	29	21	-1.0%	1.1%	8%	i	7	-3%	-15%	2%
CC(C)Oc1ccc(OCCn2c(=S)[nH]c3c(N)ncnc32)cc1	0.5	47	-3	24	-0.8%	1.6%	6%	i	7	10%	3%	-3%
COc1ccc(NC(=O)c2ccc(C#N)cc2)cc1NS(=O)(=O)c1ccc(F)cc1	2.6	60	-16	-18	4.0%	2.3%	-4%	i	-6	-1%	-15%	-3%
O=C(CCN1C(=O)c2ccccc2C1=O)N(CCO)Cc1ccccc1	-1.3	57	-9	-6	0.4%	·	13%	i	1	-3%	-1%	-5%
CN(CC(=O)NCCc1ccc(S(N)(=O)=O)cc1)CC(=O)Nc1ccccc1Cl	-0.6	64	·	·	0.3%[50 µM]	1.4%	·	·	·	-7%	·	·
C/C=C/C(=O)NCCc1ccc(OC)c(OC)c1	-0.1	85	-28	9	0.4%	0.9%	-5%	i	6	-9%	2%	-6%
O=[N+]([O-])c1ccc(-c2nnc(-c3ccccc3)c(NCCCO)n2)cc1	0.3	44	-8	3	-0.3%	-0.2%	-12%	i	-10	-6%	-10%	3%
